From PubChem BioAssay
PrPC surface inh: reduces human prion protein on the cell surface. P04156. cell surface PrPC, TR-FRET read-out. inhibition, % at 13.8 µM. 370,000 tested, 0.43% active; in the data active = inhibition above about 24%; note: 0% = median of the test wells and 100% = reference compound wells
BoNT-F LC inh: BoNT F light chain protease inhibition; 360,000 tested, 0.22% active; inhibition, % at 10 µM; Multiplex microsphere protease cleavage assay, flow cytometry; in the data active = inhibition above about 35%, passing the limit was not always enough; inconclusive = no clear call, values can overlap the other calls; note: plate controls were buffer without enzyme for full effect and enzyme alone for no effect
GDH-TPI counter: inhibits GDH-TPI coupling enzymes, artifact for Mtb FBA screen | GDH-TPI coupled enzyme counterscreen, NADH absorbance | inhibition, % at 4.8 µM | 360,000 tested, 1.2% active;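 note: 0% = DMSO wells and 100% = wells lacking the enzyme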
FadD28 binding: inhibitors of Mycobacterium tuberculosis FadD28 bisubstrate binding; FadD28 bisubstrate probe binding, fluorescence polarization; inhibition, % at 12.5 µM; 360,000 tested, 0.22% active; in the data active = inhibition above about 8.5%, passing the limit was not always enough; inconclusive = no clear call, values can overlap the other calls
BioA inh: BioA (M. tuberculosis) enzyme inhibition. inhibition, % at 9.99 µM. purified M. tuberculosis BioA enzyme, plate reader. AID 602481. 360,000 tested, 0.096% active; in the data active = inhibition above about 40%; inconclusive = no clear call, values can overlap the other calls
Mtb UGM inh: blocks M. tuberculosis UGM enzyme; 320,000 tested, 0.06% active; inhibition, % at 10 µM; purified UGM, fluorescence polarization probe displacement; P9WIQ1; in the data active = inhibition above about 10%, passing the limit was not always enough; inconclusive = no clear call, values can overlap the other calls
Target sequence (P9WIQ1 whole entry, looked up): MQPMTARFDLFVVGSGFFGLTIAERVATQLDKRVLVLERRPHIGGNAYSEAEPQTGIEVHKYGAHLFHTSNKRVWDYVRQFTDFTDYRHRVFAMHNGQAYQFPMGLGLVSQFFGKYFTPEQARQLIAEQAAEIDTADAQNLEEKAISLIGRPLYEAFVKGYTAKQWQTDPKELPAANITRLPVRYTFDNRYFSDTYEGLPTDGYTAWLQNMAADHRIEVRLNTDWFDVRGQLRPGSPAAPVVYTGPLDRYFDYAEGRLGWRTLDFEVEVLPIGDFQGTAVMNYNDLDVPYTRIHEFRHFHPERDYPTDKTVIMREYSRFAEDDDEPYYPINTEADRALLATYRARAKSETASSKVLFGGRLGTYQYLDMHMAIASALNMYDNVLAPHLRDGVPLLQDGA
BoNT-A LC inh2: inhibitors of Botulinum neurotoxin A light chain protease | AID 588499 | multiplex microsphere protease substrate cleavage, flow cytometry | 360,000 tested, 0.17% active | inhibition, % at 10 µM; in the data active = inhibition above about 30%; inconclusive = no clear call, values can overlap the other calls; note: plate controls were buffer without enzyme for full effect and enzyme alone for no effect
CCHF vOTU inh: blocks the CCHF virus ovarian tumor domain protease; 370,000 tested, 0.55% active; inhibition, % at 11.5 µM; CCHFV vOTU protease, Pep-AMC fluorescence; AID 651958; note: 0% = vehicle wells with enzyme and 100% = no enzyme wells
FBA Mtb inh: inhibits M. tuberculosis FBA enzyme | purified M. tuberculosis FBA, fluorescence read-out | inhibition, % at 1 µM | 360,000 tested, 2.3% active | AID 588726; in the data active = inhibition above about 27%;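 note: 0% = vehicle and 100% = reference inhibitor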
Target sequence (P9WQA3 whole entry, looked up): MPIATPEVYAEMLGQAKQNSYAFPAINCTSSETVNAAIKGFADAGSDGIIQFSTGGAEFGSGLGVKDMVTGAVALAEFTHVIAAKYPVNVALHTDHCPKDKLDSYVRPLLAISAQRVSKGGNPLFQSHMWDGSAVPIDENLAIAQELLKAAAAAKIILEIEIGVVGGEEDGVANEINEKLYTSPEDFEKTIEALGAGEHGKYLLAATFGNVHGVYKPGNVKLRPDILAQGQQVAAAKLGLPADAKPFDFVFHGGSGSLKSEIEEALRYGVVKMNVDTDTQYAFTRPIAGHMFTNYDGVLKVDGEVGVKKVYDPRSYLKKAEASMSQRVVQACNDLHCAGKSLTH
Starred values were filed as active, the others as inactive; u = inconclusive; x = no result given. Cut-off read from the data, not from the text of the source, unless noted: active = inhibition above about 30%; inactive = the rest.

Results follow in this order: PrPC surface inh | BoNT-F LC inh | GDH-TPI counter | FadD28 binding | BioA inh | Mtb UGM inh | BoNT-A LC inh2 | CCHF vOTU inh | FBA Mtb inh
[1] C[C@@]12C(=O)N(Cc3ccc(F)cc3)CC(=O)N1[C@H]1c3cc(Cl)ccc3OC[C@@H]1[C@@H]2c1ccccc1
  6 | -5 | -6 | -4.4 | -2.8 | 0.8 | -0.3 | -6 | -2
[2] COc1cc(/C=N/NC(=O)c2ccccn2)ccc1OC(=O)c1ccc(Br)cc1
  -3 | 15 | 13 | -2.1 | -1.1 | 0.0 | 0.2 | 15 | -1
[3] CC1CCC(N2CCN(c3ncccn3)CC2)C1 (stereo not drawn)
  5 | 0 | -5 | 0.6 | -0.3 | 0.2 | 0.9 | -17 | 8
[4] Cc1cc(C)nc(OC(C(=O)O)C(OCCC(C)C)(c2ccccc2)c2ccccc2)n1 (stereo not drawn)
  11 | 7 | -4 | -2.3 | 0.2 | 0.9 | 5.4 | 21 | -1
[5] Cc1ccc(NC(=O)Cn2c(CCC(=O)O)ccc2-c2ccc(Cl)cc2)cc1
  1 | 19 | 14 | 0.6 | 0.9 | 2.1 | 1.5 | 5 | 6
[6] C#CCOCCOCCOCCNc1nc(N2CCN(C(=O)[C@H](CCCCN)n3cc(CN)nn3)CC2)nc(N2CCN(C(=O)[C@H](CCCCN)n3cc([C@@H](N)CC(N)=O)nn3)CC2)n1
  1 | -12 | 6 | -2.4 | 0.4 | x | -0.7 | 12 | 1
[7] Cc1ccc(/C(O)=C2/C(=O)C(=O)N(CCN3CCOCC3)C2c2cccs2)cc1 (stereo not drawn)
  -3 | 2 | 0 | -2.7 | -1.1 | -0.5 | 0.6 | -15 | -1
[8] CC(=O)Cc1nsc(NC(=O)c2ccc(COc3ccc(C)cc3)o2)n1
  2 | 17 | 19 | -1.0 | -2.1 | 2.0 | 0.8 | 18 | 1
[9] CCn1c(SCC(=O)NC2CCCC2)nnc1C(C)C
  -2 | 11 | -7 | -4.2 | x | -0.3 | 4.7 | 19 | 1
[10] Cc1cccc(C(CC(=O)N2CCCC2)c2ccccc2)c1O (stereo not drawn)
  -4 | -8 | 8 | -1.6 | x | -3.3 | -0.3 | -1 | -2
[11] Cc1ccccc1NC(=O)CSc1nc(COc2ccccc2)nc2ccccc12
  3 | 4 | 9 | -0.8 | -2.7 | -2.0 | 1.1 | -2 | -1
[12] CCN1CCN(c2sc(S(C)(=O)=O)nc2S(=O)(=O)c2ccc(C)cc2)CC1
  -1 | -6 | 15 | 0.0 | 1.6 | 0.2 | -2.4 | 9 | 1
[13] COc1cc(C=O)ccc1OCc1cccc(Br)c1
  4 | 0 | -1 | -6.2 | x | -3.5 | -0.1 | -4 | -1
[14] CCOC(=O)c1cccc(NC(=O)CSc2nnc(-c3ccoc3C)n2CCOC)c1
  0 | 25 | 1 | -4.8 | 0.1 | 2.4 | 1.7 | 3 | 3
[15] CCC(=O)Nc1ccc(C(=O)Nc2ccc(Br)cc2F)cc1
  -1 | -2 | -4 | -4.3 | 0.1 | -1.8 | -0.1 | 6 | -2
[16] CC(C)CCNC(=O)COc1ccc(N(C)S(=O)(=O)c2ccc(F)cc2)cc1
  6 | -1 | -15 | -2.7 | x | 1.6 | 0.4 | 8 | -2
[17] Cc1cccc2c(C(=O)O)cc(-c3cccnc3)nc12
  -9 | 0 | 4 | -1.8 | -0.4 | 1.8 | -0.5 | 1 | 6
[18] COc1ccc(C2C(C(N)=O)=C(C)Nc3nc(-c4cccc(Cl)c4)nn32)cc1OC (stereo not drawn)
  6 | 0 | 3 | -3.4 | 3.4 | -1.7 | -0.6 | -14 | 2
[19] COc1ccc([C@H]2CC(=O)C=C(c3ccc(C(F)(F)F)c(C(F)(F)F)c3)C2)cc1OC
  -2 | 3 | 8 | 0.2 | -2.4 | 1.9 | 0.3 | -10 | 4
[20] COc1ccc([N+](=O)[O-])cc1N(CC(=O)Nc1ccccc1C(=O)N1CCOCC1)S(C)(=O)=O
  -6 | -3 | 4 | -0.2 | 0.5 | -1.5 | -0.9 | -8 | -2

3 compounds from above, sorted by formula weight, smallest number first.
Results follow in this order: PrPC surface inh | BoNT-F LC inh | GDH-TPI counter | FadD28 binding | BioA inh | Mtb UGM inh | BoNT-A LC inh2 | CCHF vOTU inh | FBA Mtb inh
[8] CC(=O)Cc1nsc(NC(=O)c2ccc(COc3ccc(C)cc3)o2)n1
  2 | 17 | 19 | -1.0 | -2.1 | 2.0 | 0.8 | 18 | 1
[11] Cc1ccccc1NC(=O)CSc1nc(COc2ccccc2)nc2ccccc12
  3 | 4 | 9 | -0.8 | -2.7 | -2.0 | 1.1 | -2 | -1
[4] Cc1cc(C)nc(OC(C(=O)O)C(OCCC(C)C)(c2ccccc2)c2ccccc2)n1 (stereo not drawn)
  11 | 7 | -4 | -2.3 | 0.2 | 0.9 | 5.4 | 21 | -1

The listing continues:
Results follow in this order: PrPC surface inh | BoNT-F LC inh | GDH-TPI counter | FadD28 binding | BioA inh | Mtb UGM inh | BoNT-A LC inh2 | CCHF vOTU inh | FBA Mtb inh
[21] COc1ccc(OCC(=O)Nc2ccc(S(=O)(=O)Nc3nc(C)cc(C)n3)cc2)cc1
  6 | -1 | 6 | -1.2 | x | -0.7 | -0.1 | 4 | 1
[22] COC(=O)[C@H](CC(C)C)N1Cc2cc(OC)cc(OC)c2-c2ccccc2S1(=O)=O
  5 | 0 | 8 | -4.7 | 1.0 | x | 0.4 | -2 | 26
[23] CCc1ccc(OCc2nnc(SCC(=O)N3CCOCC3)o2)cc1
  -3 | -1 | -9 | -2.2 | x | -0.3 | -0.4 | 8 | -3
[24] Clc1ccc2nc3ccccn3c2c1
  3 | 12 | 8 | -2.8 | -1.9 | -5.0 | 0.9 | -182 | 178*
[25] CS(=O)(=O)Nc1nnc(SCC(=O)Nc2cccc([N+](=O)[O-])c2)s1
  -27 | -4 | 10 | -0.9 | x | 0.7 | 0.3 | 1 | -2
[26] Cc1noc(C)c1C(=O)NCc1ccco1
  6 | -3 | -8 | -3.5 | -1.6 | -6.1 | 0.0 | -12 | 2
[27] CCOC(=O)c1cnc2c([N+](=O)[O-])cnn2c1C
  -7 | 4 | 37* | -1.3 | 0.5 | -1.5 | 0.7 | -9 | 0
[28] CC(=O)Nc1ccc(S(=O)(=O)NCC2CCC(C(=O)NCCc3ccccc3)CC2)cc1 (stereo not drawn)
  -2 | 3 | -6 | -0.5 | -0.9 | -0.7 | -1.9 | -3 | 2
[29] O=C(Nc1ccccc1N1CCOCC1)C1CCN(S(=O)(=O)c2ccc(Cl)cc2)CC1
  0 | -12 | 7 | -0.1 | 0.2 | 1.3 | -1.1 | 4 | -2
[30] CCOC(=O)C1CN(S(=O)(=O)c2ccc(OC)cc2)c2cc(CC(=O)OC)ccc2O1 (stereo not drawn)
  -3 | 9 | 2 | 0.2 | 0.2 | -0.5 | -1.2 | 6 | 0
[31] CCOC(=O)N1CCN(C(=O)CN(C2CCCCC2)S(=O)(=O)c2ccc(Cl)cc2)CC1
  -5 | 1 | 1 | 0.9 | -3.1 | 4.0 | 1.3 | 11 | -1
[32] CCC(CC)C(=O)NCCc1cc2c(OC)ccc(OC)c2[nH]c1=O
  -7 | 0 | 12 | -2.1 | 3.5 | 1.3 | 0.2 | 9 | -1
[33] O=C(c1ccc([N+](=O)[O-])o1)N1CCc2ccccc21
  -25 | u | 14 | -0.2 | 0.0 | -0.1 | -0.6 | 9 | -2
[34] O=C(Nc1ccc(Cl)cc1)NC1CCCCC1
  -7 | -1 | -8 | -3.8 | -0.2 | -3.8 | 0.4 | 1 | -1
[35] O=C(c1ccsc1)N1CCCC(N2CCN(c3cccc(C(F)(F)F)c3)CC2)C1 (stereo not drawn)
  0 | 1 | 0 | -3.1 | 5.2 | -2.1 | 3.7 | 11 | -1
[36] CCc1ccc(-c2ccc(SCC(=O)NC3CCCC3)nn2)cc1
  5 | -2 | 5 | -4.3 | -1.4 | x | -0.4 | 13 | 0
[37] CN(c1ccccc1)S(=O)(=O)c1cc(C(=O)N2CCN(c3ccccn3)CC2)ccc1Cl
  0 | 3 | 2 | -3.4 | 4.0 | -0.3 | -0.8 | -4 | -4
[38] Cc1ccnc(NC(=O)C2CC(=O)N(c3ccc4c(c3)OCCO4)C2)c1 (stereo not drawn)
  2 | 0 | 1 | -0.6 | 0.4 | 3.6 | -1.4 | -5 | 2
[39] Cc1cc(C(F)F)n2ncc(C(=O)NCc3ccccc3)c2n1
  3 | -2 | 6 | -0.4 | 3.0 | -2.1 | -0.1 | 2 | 4
[40] CCOc1ccc(NC(=O)NC23CC4CC(CC(C4)C2)C3)cc1
  8 | -9 | 7 | -0.6 | x | 4.0 | -0.9 | -7 | -4
[41] CC(C)NC(=O)c1onc(CSc2ccc(F)cc2)c1C(=O)O
  2 | -4 | -6 | -2.0 | -0.5 | 1.2 | -0.3 | 7 | -2
[42] CCc1nn2c(NCCOC)cc(C)nc2c1-c1ccc(F)cc1
  4 | -8 | 1 | -2.8 | x | 0.8 | -0.2 | -14 | 2
[43] O=C1N/C(=N\N=C\c2cccs2)SC1Cc1cccc(Cl)c1Cl (stereo not drawn)
  1 | 0 | -2 | -2.5 | -0.9 | -1.0 | -0.7 | 20 | -2
[44] O=C(CSc1ccccn1)c1ccc2c(c1)OCO2
  -6 | -3 | 8 | -0.9 | 2.9 | 3.1 | -1.5 | -9 | 3
[45] COc1cccc(CN2CCNC(=O)C2CC(=O)N(C)CCC2CCOCC2)c1OC (stereo not drawn)
  -1 | -1 | 4 | 0.6 | -3.0 | 1.5 | -2.0 | -14 | 1
[46] O=C(C1CC1)N1CCc2cc(Br)cc(S(=O)(=O)NCC3COc4ccccc4O3)c21 (stereo not drawn)
  -3 | -4 | 0 | -5.2 | -1.8 | 0.7 | 0.2 | -4 | 2
[47] O=C(NC1CCN(Cc2ccccc2)CC1)c1cccc(S(=O)(=O)Nc2ccc(Br)cc2)c1
  -4 | -6 | 9 | -2.3 | -0.8 | -1.9 | -21 | 2 | 2
[48] COCCNC(=O)C(c1ccc(F)cc1)N(C(=O)CCC(=O)Nc1ccccn1)C1CCCCC1 (stereo not drawn)
  3 | 2 | -4 | 0.1 | 2.6 | 4.0 | -3.5 | -13 | -1
[49] CC(CCc1ccccc1)NC(=O)CN1CCOc2ccccc21 (stereo not drawn)
  -6 | -3 | -13 | -4.3 | -0.3 | -1.5 | 0.1 | -1 | -1
[50] O=C(Nc1ccc(Oc2ccc(NC(=O)C3CCCO3)cc2)cc1)C1CCCO1 (stereo not drawn)
  1 | -7 | -6 | -2.1 | -1.3 | 2.8 | -0.6 | 12 | -2
[51] C1CCCN(CCCCN2CCCCCC2)CC1
  -5 | 4 | 6 | -1.5 | x | -0.3 | 4.6 | 8 | 2
[52] O=C1CCCN1CC(O)CS(=O)(=O)Cc1ccc(Cl)c(Cl)c1 (stereo not drawn)
  -5 | -18 | 1 | -2.0 | -0.6 | -0.5 | -2.1 | 14 | 0
[53] COc1ccc(/C=N\NC(=O)c2ccc(=O)[nH]n2)cc1O
  -3 | -10 | 29 | -1.4 | -1.1 | 5.3 | -0.5 | 5 | 0
[54] O=C(c1ccc2c(c1)OCO2)N1CCC(Cc2ccccc2)CC1
  -4 | u | 6 | -0.3 | x | 0.1 | u | 5 | -1
[55] CCCn1c(C)nc2cc(Cl)c(N3CCN(c4nc(-c5ccc(C)cc5)cs4)CC3)cc21
  -4 | -6 | 1 | 0.3 | -0.3 | 0.4 | -0.9 | 12 | -1
[56] COc1cc(OC)cc(C(=O)NCC(=O)NC(C)CCc2ccccc2)c1 (stereo not drawn)
  1 | -14 | 3 | -3.2 | -0.9 | 0.3 | 0.3 | -1 | 0
[57] CCCCn1c(=NC(=O)c2cccnc2)c(C#N)cc2c(=O)n3cccc(C)c3nc21
  -4 | -7 | 6 | -0.6 | 3.0 | 2.2 | 2.5 | -73 | 194*
[58] COC(=O)C1=C(c2ccc3ccccc3c2)C[C@@H]2CC[C@H]1N2C(=O)NCc1ccc(F)cc1
  11 | 7 | 12 | -3.4 | -0.6 | -2.0 | -0.6 | 13 | 4
[59] FC(F)(F)c1nc(SCc2ccccc2)n[nH]1
  -2 | 19 | 6 | -2.6 | -1.0 | -0.2 | -2.2 | -11 | 2

Down the list, quoted from above.
Entries 3 to 11 in Mtb UGM inh, in turn: 0.2, 0.9, 2.1, x, -0.5, 2.0, -0.3, -3.3, -2.0
